CRFBP-R2 block: blocks CRF-induced signaling of the CRF-BP/CRF-R2 complex; inhibition, % at 11.8 µM; HEK293 CRF-R2/CRF-BP, CRF-induced calcium fluorescence; 0.59% of 350,000 active;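 active = inhibition of the ligand-induced calcium signal above about 50% at the single tested concentration, limit read from the data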
CHRM4 PAM: potentiates acetylcholine response at human M4 receptor; P08173; activation, % at 3 µM; CHO-K1 hM4/Gqi5, Fluo-8 calcium fluorescence, ACh EC20; 0% = ACh EC20, 100% = maximal ACh; 0.4% of 360,000 active;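 active = activation above its plate's cutoff, the mean activation of sample wells plus 3 SD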; also: some results filed as inactive read as strong as hits
Target sequence (P08173 whole entry, looked up): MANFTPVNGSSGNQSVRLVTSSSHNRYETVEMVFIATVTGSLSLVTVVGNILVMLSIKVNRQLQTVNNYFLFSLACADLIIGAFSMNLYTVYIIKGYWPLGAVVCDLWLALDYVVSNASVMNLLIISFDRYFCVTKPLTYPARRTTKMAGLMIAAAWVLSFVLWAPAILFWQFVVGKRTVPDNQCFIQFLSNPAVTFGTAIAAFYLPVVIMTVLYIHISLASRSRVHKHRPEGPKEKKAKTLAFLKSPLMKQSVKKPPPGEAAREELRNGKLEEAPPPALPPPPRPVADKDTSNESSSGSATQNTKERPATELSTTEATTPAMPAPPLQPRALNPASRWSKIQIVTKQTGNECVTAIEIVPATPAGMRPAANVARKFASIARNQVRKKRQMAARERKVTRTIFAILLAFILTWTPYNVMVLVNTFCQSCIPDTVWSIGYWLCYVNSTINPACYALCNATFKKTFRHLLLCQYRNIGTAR
CRFBP-R2 agonist: agonists of human CRF-binding protein/CRF-R2 receptor complex; AID 588473; HEK293 CRF-R2/CRF-BP, calcium dye fluorescence (FLIPR); percent of saturating CRF peptide response; 0.46% of 350,000 active; activation, % at 13.2 µM;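 active = activation of at least 50%, plus an integration ratio under a set limit after plate pattern correction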;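 also: plate controls were neutral control wells without compound for no effect and CRF at EC100 for full effect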
IDE cell inh: inhibits human insulin-degrading enzyme in HEK cells; FAbetaB cleavage, fluorescence polarization; inhibition, % at 5.59 µM; 0.41% of 320,000 active; AID 434962;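 active = percent inhibition above the average of all tested compounds plus 3 SD, set per screening campaign, cut at about 16% in these data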;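 also: IDE supplied by intact live HEK cells; FP after avidin binding of uncleaved biotin substrate so inhibition keeps polarization high; 0% = DMSO wells and 100% = 60 µM reference IDE inhibitor Ii1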
IDE act: activators of human insulin-degrading enzyme in cells; HEK cells, FAbeta-B cleavage, fluorescence polarization; 0% vehicle, 100% cell-free pure enzyme wells; activation, % at 5.96 µM; 0.073% of 340,000 active; AID 493087;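 active = activation above the mean of all tested compounds plus 3 SD, set per screening campaign, cut at about 17% in these data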
GalR3 antagonist: human GalR3 antagonism; O60755; HEK293 GalR3-CNG cAMP membrane potential fluorescence; galR3 body fused to GalR1 C-terminus; inhibition, % at 3 µM; 0.44% of 360,000 active;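 active = inhibition above the screen-wide average plus 3 SD, cut at about 13% in these data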;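 also: forskolin and galanin both at EC90 stimulate the cells; cAMP rise reported by CNG channel membrane potential dye signal; 0% = forskolin plus galanin with DMSO and 100% = forskolin alone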
Target sequence (O60755 1-299 limits assumed): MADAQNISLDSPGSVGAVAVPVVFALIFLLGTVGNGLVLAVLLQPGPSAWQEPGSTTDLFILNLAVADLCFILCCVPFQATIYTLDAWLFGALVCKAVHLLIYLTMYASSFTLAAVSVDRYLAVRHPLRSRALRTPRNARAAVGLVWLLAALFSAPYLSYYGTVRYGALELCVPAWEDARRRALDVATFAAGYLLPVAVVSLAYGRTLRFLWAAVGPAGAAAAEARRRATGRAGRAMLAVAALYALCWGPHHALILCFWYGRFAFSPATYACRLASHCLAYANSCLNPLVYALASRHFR
p-CIP stab down: p/CIP protein destabilization; Q05BA5; F442A p/CIP-EGFP cells, EGFP fluorescence, 16 h; decrease of EGFP signal, % at 10 µM; 0.01% of 290,000 active;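 active = EGFP signal decrease of at least 30% at 10 µM or well 3 SD below plate mean, unless failing retest; inactive = the rest, including hits failing retest or dose response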; also: some compounds called inactive have numbers as strong as hits; many of its hits are not listed in these tables
MEKK3 PB1 HTS: MEKK3-MEK5 PB1 interaction, increase or decrease | 1.4% of 290,000 active | binding response (% of control), % at 10 µM | bead-based flow cytometry, Alexa488-MEK5 binding to MEKK3; actives lie on both sides; 0 = blocked by unlabeled MEK5, 100 = vehicle | Q99759 | AID 1529;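 active = binding response more than 3 SD above or below the average of its plate-row segment, actives on both sides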;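 also: Alexa488 bead fluorescence after subtracting the streptavidin-only scavenger bead signal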
PHOSPHO1 inh: PHOSPHO1 (human) inhibition; recombinant PHOSPHO1, absorbance phosphatase assay; 1.1% of 290,000 active; Q8TCT1; inhibition, % at 13.3 µM; AID 1565; in the data active = inhibition above about 60%
Target sequence (Q8TCT1 whole entry, looked up): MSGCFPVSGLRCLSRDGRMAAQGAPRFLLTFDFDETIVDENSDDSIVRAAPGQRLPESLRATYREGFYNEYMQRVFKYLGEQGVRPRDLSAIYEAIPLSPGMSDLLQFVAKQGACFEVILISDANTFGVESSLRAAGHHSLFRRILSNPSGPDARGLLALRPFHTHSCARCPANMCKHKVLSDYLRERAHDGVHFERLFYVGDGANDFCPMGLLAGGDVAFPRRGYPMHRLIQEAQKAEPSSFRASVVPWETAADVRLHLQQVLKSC
An asterisk follows results filed as active; · = no result given.

SMILES	CRFBP-R2 block	CHRM4 PAM	CRFBP-R2 agonist	IDE cell inh	IDE act	GalR3 antagonist	p-CIP stab down	MEKK3 PB1 HTS	PHOSPHO1 inh
O=Cc1coc2ccc3ccccc3c2c1=O	0	2	-0.9	1	7	-9	-4	109	8
Cn1nc(C(=O)NCCCN2CCCCC2)c2c1-c1ccccc1SC2	-8	-4	-0.3	1	4	-1	-32	102	20
O=C(N[C@@H](Cc1ccccc1)C(=O)OCc1ccccc1)c1nc[nH]c1C(=O)NCc1ccccc1	-3	8	3.4	6	3	-6	-11	108	14
C/C(=N\NC(=O)c1ccc(Br)cc1)C1C(=O)c2ccccc2C1=O	55*	1	14	1	3	-10	2	103	21
COc1ccc(-c2nc(SC)n(C)c(=O)c2C#N)cc1OC	-8	23	0.4	1	1	5	0	111	-10
COc1ccc(CNS(=O)(=O)c2ccc3c(c2)N(C)CCO3)cc1	26	-4	-1.2	-2	3	0	-1	103	24
CC(C)c1ccc(NC(=O)C2C3C=CC4(O3)C2C(=O)N(CCCN2CCCCC2)C4C(=O)NC2CCCCC2)cc1 (stereo unspecified)	-4	-2	-1.0	2	3	1	-3	100	23
COc1ccc(Cl)cc1NC(=O)CNCC(c1ccccc1)N(C)C (stereo unspecified)	-2	-9	-0.8	0	3	0	-10	107	53
Cc1cc(C)cc(N(CC(=O)NC2CCCCC2)C(=O)CCC(=O)Nc2cc(C)ccn2)c1	-5	4	1.4	·	-1	7	1	·	-7
Cc1ccc(C(=O)N/C(=C/c2cn(-c3ccccc3)nc2-c2ccccc2)C(=O)O)cc1	17	9	-1.1	3	0	0	8	101	-10
O=C(CSc1ncn[nH]1)N1CCN(c2nnc(-c3ccccc3)c3ccccc23)CC1	1	-1	1.4	-2	6	-1	-2	102	22
CCOC(=O)C1CCN(C/C=C/c2ccccc2[N+](=O)[O-])CC1	7	-8	1.2	-1	-1	-5	9	94	41
CCc1nnc(NC(=O)c2ccc(S(=O)(=O)N3CCCC(C)C3)cc2)s1 (stereo unspecified)	-27	9	-0.1	0	3	-6	7	100	23
CCOc1ccc(-c2cn3ccccc3n2)cc1[N+](=O)[O-]	0	-7	0.1	10	-5	0	-11	101	17
O=C(CC1C[C@H](C(=O)N2CCCCC2)[C@@]2(CCc3ccccc3)c3[nH]c4ccccc4c3CCN2C1=O)NCCC1=CCCCC1 (stereo partly specified)	25	2	-0.6	3	2	-6	·	·	·
CCCCC1(C)NC(=O)N(CC(=O)N2CCc3ccccc32)C1=O (stereo unspecified)	-5	-1	-0.2	-2	1	-6	·	·	·
COC(=O)c1c(NC(=O)CSc2nnnn2-c2ccccc2)sc2c1CCC(C)C2 (stereo unspecified)	-13	-5	0.7	-1	1	-2	10	106	-76
O=C(COC(=O)c1ccc(Sc2ccccc2)c([N+](=O)[O-])c1)NC1CCS(=O)(=O)C1 (stereo unspecified)	28	0	-2.0	-2	-5	-2	0	101	0
COc1ccc(C(=O)c2cc3c(cc2[N+](=O)[O-])OCCO3)cc1	18	3	0.4	8	4	0	-8	100	11
COc1ccc(C2C(C(C)=O)=C(C)N=c3s/c(=C\c4cc(C)n(C)c4C)c(=O)n32)c(OC)c1 (stereo unspecified)	-28	2	17	116*	-39	-2	-691	99	71*
COCCNC(=O)C(=O)N/N=C/c1ccccc1C(F)(F)F	-26	-5	-1.7	-2	3	-2	3	104	23
CCCCn1c(N)c(N(CCOC)C(=O)CCC2CCCCC2)c(=O)[nH]c1=O	4	2	-0.6	5	4	-3	·	·	·
CCn1c(C)nnc1SCC(=O)NC1CCCC1	2	-1	-0.9	3	-3	-8	0	100	11
COc1cc(NS(=O)(=O)c2ccc(NC(=O)CN3C(=O)c4ccccc4C3=O)cc2)nc(OC)n1	3	0	-2.5	3	0	-1	-4	105	-18
CCCNC(=S)N1CCN(C(c2ccccc2)c2ccccc2)CC1	0	-13	2.6	4	-2	-1	-11	86	-5
CC(=O)c1cccc(NC(=O)C2CCCN2S(=O)(=O)c2cccc3cccnc23)c1 (stereo unspecified)	4	2	2.0	-1	1	-1	8	102	31
CCc1nc2ccccc2nc1N1CCN(S(=O)(=O)c2c(C)cc(Cl)cc2C)CC1	-8	-2	1.1	5	·	1	-6	100	2
COc1ccc(CCn2nnnc2C(c2ccc(C)cc2)N2CCN(C)CC2)cc1OC (stereo unspecified)	-4	-4	0.8	11	6	1	-10	97	9
COC(=O)C1=C(C)NC(=O)/C1=C\c1cc(C)n(-c2ccccc2F)c1C	1	-1	0.4	3	2	-4	-7	100	47
COc1ccc(CNc2ncc(-c3ccccc3)n2C)c2ccccc12	-13	-12	0.2	0	1	-3	3	100	10
O=C1c2cccc3cc([N+](=O)[O-])cc(c23)C(=O)N1/N=C/c1ccc(O)cc1O	18	11	2.7	0	4	0	-14	65	-1
Cn1c(=O)c2c(c3ccccc31)OC(C)(C)CC2	-2	10	-0.1	3	0	-2	-17	92	-4
O=c1cc(-c2cccnc2)oc2c1ccc1ccccc12	2	-5	0.3	0	·	0	-18	102	35
O=C(COc1ccccc1Br)c1ccc(O)cc1O	22	2	-2.9	0	-2	8	-9	107	3
O=C(c1ccc2c(c1)OCCO2)C1CCN(C(=O)Nc2ccccc2F)CC1	-6	-2	-0.4	7	4	-8	-3	100	11
CCOCCCNCC(=O)Nc1ccc(S(=O)(=O)NC(C)CC)cc1 (stereo unspecified)	-2	-7	-0.9	8	0	-1	1	102	-26
c1ccc2c(-c3cn4ccccc4n3)c[nH]c2c1	·	·	·	2	·	·	-1	100	-20
Cc1cc(S(=O)(=O)NCC(c2ccccc2)c2ccccc2)ccc1-n1cnnn1	15	-12	4.3	-3	8	-6	-5	99	-14
C[C@@H]1CCCCO[C@H](CN(C)C(=O)Nc2cccc3ccccc23)[C@@H](C)CN([C@H](C)CO)C(=O)c2cc(NC(=O)c3ccccc3)ccc2O1	11	0	3.4	·	·	-7	·	·	·
O=C(CN1C(=O)NC2NC(=O)NC21)N/N=C/c1ccccc1F (stereo unspecified)	·	·	·	7	·	·	16	100	28
Cc1noc(/C=C/c2ccco2)c1S(=O)(=O)N1CCC(C(=O)N(C)Cc2ccccc2)CC1	-2	-12	1.6	2	6	-2	8	97	20
Cc1ccc(Nc2ncc3c(n2)CC(c2ccco2)CC3=O)c(C)c1 (stereo unspecified)	1	29*	0.3	-5	3	-2	0	104	26
O=C(C1CCCO1)N1CCN(c2ncccn2)CC1 (stereo unspecified)	12	12	1.6	-1	5	-3	-9	92	-11
O=C(c1ccccc1S(=O)(=O)NCc1ccccc1)N1CCCC1	0	7	-0.8	0	4	3	-9	104	-11
O=C(NCCc1ccccc1)c1ccccc1SCC(=O)N1CCCC1	3	1	-1.0	0	3	7	-18	103	·

Structures listed so far that bear a hit mark in IDE cell inh:
SMILES	CRFBP-R2 block	CHRM4 PAM	CRFBP-R2 agonist	IDE cell inh	IDE act	GalR3 antagonist	p-CIP stab down	MEKK3 PB1 HTS	PHOSPHO1 inh
COc1ccc(C2C(C(C)=O)=C(C)N=c3s/c(=C\c4cc(C)n(C)c4C)c(=O)n32)c(OC)c1 (stereo unspecified)	-28	2	17	116*	-39	-2	-691	99	71*

The list continues.
SMILES	CRFBP-R2 block	CHRM4 PAM	CRFBP-R2 agonist	IDE cell inh	IDE act	GalR3 antagonist	p-CIP stab down	MEKK3 PB1 HTS	PHOSPHO1 inh
Cc1onc(-c2ccccc2Cl)c1C(=O)Nc1cccnc1	11	3	-0.7	-2	-3	-5	-19	110	11
O=C1NCC(COCc2ccccc2)O1 (stereo unspecified)	0	11	-0.5	-1	4	-3	-1	100	24
Cc1ccc2c(Cl)cc(Cl)c(OCC(=O)OCC(=O)Nc3ccc(C#N)cc3)c2n1	-2	3	0.9	13	0	-4	-8	104	-50
CC(=O)N1CCN(c2ccc(NC(=O)c3ccc(F)cc3)cc2)CC1	5	-1	0.3	·	4	-7	-2	104	41
CSc1ccc(/C=C/C(=O)c2c(O)cc(C)oc2=O)cc1	-1	-6	5.7	15	-4	-9	-32	102	13
CCOC(=O)/C(=N\Nc1ccc(Br)cc1)N1CCN(c2ccccc2OC)CC1	-12	-5	2.9	·	0	0	1	100	12
CCN(CC)CCNC(=O)c1ccc(NC(=O)c2cc(S(=O)(=O)N3CCCCC3)ccc2C)cc1	15	-16	-5.2	2	1	-1	·	·	·
Cc1cccc(NC(=O)NCCN2CCN(c3ccccc3)CC2)c1C	-1	1	-0.6	-3	4	-9	-4	104	29
S=c1nc(COc2ccccc2)[nH]c2ccccc12	3	-4	0.0	-2	-5	-8	2	99	-84
COc1ccc(OC)c(NC(=O)c2ccc(NS(=O)(=O)c3c(C)noc3C)cc2)c1	5	0	0.5	-3	-2	-4	-3	108	13
COC1OC2COC(c3ccccc3)OC2C(=O)C1NC(=O)c1ccccc1 (stereo unspecified)	3	2	1.6	·	5	-1	·	·	·
CC(C)Cn1nc(NC(=O)c2ccco2)c2cc3ccccc3nc21	-2	-17	-1.1	0	0	-3	-6	94	-6
COc1cc2c(cc1OC)C(c1ccccc1F)OC(=O)C2 (stereo unspecified)	-1	1	0.0	5	-3	-8	-3	102	7
CCCCn1c(=S)[nH]c2c(=O)n(C)c(=O)n(C)c21	-11	0	0.8	·	·	-4	·	·	·
CSc1nnc(C)c(=O)n1COC(=O)COc1ccc(F)cc1	-14	8	3.0	5	0	-1	9	95	24
CCOc1ccc(NC(=O)CSc2nc3cccnc3n2CCOC)cc1	0	2	-2.4	0	-1	-5	-5	104	-19
CN1CCc2c(OCc3ccc(F)cc3)cccc2C1=O	1	-9	-1.3	1	2	-3	13	96	46
CCN(C(=O)COC(=O)/C=C/c1cccc(Br)c1)C1CCS(=O)(=O)C1 (stereo unspecified)	-10	-4	2.8	-2	7	0	11	103	24
c1ccc2c(CCc3ccncc3)cccc2c1	-2	1	-2.6	·	0	-2	·	·	·
Cc1ccc(N2CC(C(=O)Nc3cc(Cl)ccc3-n3cncn3)CC2=O)cc1 (stereo unspecified)	-11	8	0.5	-2	1	-3	·	·	·
COc1ccc(C(CNC(=O)C(CCSC)NC(=O)c2ccccc2Cl)N2CCCC2)cc1 (stereo unspecified)	2	1	0.8	0	2	-4	·	·	·
CCN(CC)C(=S)SC1CCCCN(C(=O)c2ccc(F)cc2)C1=O (stereo unspecified)	-1	-2	0.8	-1	5	1	-13	103	-16
CCN(C(=O)COC(=O)c1ccccc1NCc1ccco1)c1c(N)n(Cc2ccccc2)c(=O)[nH]c1=O	-18	7	-0.6	·	5	-4	·	·	·
Cc1nn(Cc2ccccc2)c(Cl)c1C(=O)NCCc1ccc(Cl)cc1	24	-7	0.8	-4	3	-11	-2	104	-19
CN(C)CCCNC(=O)N1c2ccccc2Sc2ccccc21	1	-16	-0.8	1	5	-12	-3	106	19
O=C(CN1C(=O)c2ccccc2C1=O)OC(C(=O)c1ccc(Cl)cc1)c1ccccc1 (stereo unspecified)	2	-11	0.3	4	-3	-5	-9	106	27
COC(C(=O)Nc1cccc([N+](=O)[O-])c1)c1ccccc1 (stereo unspecified)	0	4	-1.0	-1	-2	-5	-9	99	21
CCOC(=O)c1sc2ncn(CC(=O)NCC3CCCO3)c(=O)c2c1C (stereo unspecified)	5	-2	-2.2	-2	2	-2	-3	105	-17
O=C(OCc1cn([C@@H]2CN(CC3CCCCC3)[C@@H](c3ccc(Cl)cc3)C[C@H]2O)nn1)c1ccccc1	0	1	3.2	·	·	-1	·	·	·
